14-3-3 Bad inh: disrupts binding of bovine 14-3-3 zeta to phospho-Bad peptide; P63103; TR-FRET 14-3-3zeta/Dy647-pBad peptide displacement, 1 h; inhibition, % at 21.7 µM; 220,000 tested, 0.71% active; AID 781;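 active = inhibition above about 70%, limit read from the data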;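 also: 0% = full 14-3-3 plus peptide FRET controls and 100% = background without 14-3-3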
thrombin 1536: thrombin (human) inhibition; inhibition, % at 5 µM; alpha-thrombin, Boc-VPR-AMC fluorogenic substrate cleavage; 220,000 tested, 0.26% active;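 active = inhibition at or above 40%; inactive = inhibition below 40%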;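 also: 0% = enzyme with no compound and 100% = wells without enzyme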
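Material: human alpha-thrombin protein; Also added: Boc-VPR-AMC substrate, 15 µM final; Timing: enzyme reaction carried out at room temperature; Signal: fluorescence, ex 355 nm, em 460 nm; Measure: % inhibition of thrombin; Controls: enzyme without compound as high, wells lacking enzyme as low.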
EBV gp42 inh: EBV gp42 inhibition | Q1HVG2 | 220,000 tested, 0.42% active | AID 1085 | inhibition, % (tested at 21.74 µM) | Fluorescence polarization binding assay, mP read-out; in the data active = inhibition above about 50%
Rad51 HR inh: Rad51 (human) homologous recombination inhibition. 200,000 tested, 0.085% active. AID 1385. hRad51 DNA strand exchange, fluorescence dequenching. inhibition, % at 10 µM. Q06609;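 active = inhibition above 40% at the single screening dose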;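 also: 0% = DMSO control wells and 100% = blanks with heterologous ssDNA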
Target sequence (Q06609 whole entry, looked up): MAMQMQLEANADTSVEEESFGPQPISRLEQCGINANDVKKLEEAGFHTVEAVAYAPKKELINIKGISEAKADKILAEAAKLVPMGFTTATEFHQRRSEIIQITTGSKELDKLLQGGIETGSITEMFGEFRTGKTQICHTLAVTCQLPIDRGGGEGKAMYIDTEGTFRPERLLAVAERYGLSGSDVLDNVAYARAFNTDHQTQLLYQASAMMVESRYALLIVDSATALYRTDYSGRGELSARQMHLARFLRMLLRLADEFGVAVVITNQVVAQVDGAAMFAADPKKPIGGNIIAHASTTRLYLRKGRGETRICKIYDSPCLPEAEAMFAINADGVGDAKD
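System: hRad51 filaments on single-stranded DNA; reagent: Fluorescein- and BHQ1-tagged 47-mer duplex; compound dosing: one concentration, 10 µM final; timing: filaments 15 min 37 °C, then compound 30 min; measured by: fluorescein emission 520 nm, excitation 485 nm; benchmarks: per-plate controls and blanks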
Cl transport mod: KCC2 (human) Cl- transport modulation; Q9H2X9; KCC2 cells, thallium flux FluoZin-2 fluorescence; B-score of Tl+ flux slope (higher = more flux/activation; lower = inhibition) at 10 µM; 190,000 tested, 2.2% active; AID 1456;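 active = thallium flux slope and its plate-corrected score both differing from the plate sample mean at a set confidence after two filtering rounds, in either direction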;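 also: slope of fluorescence scaled to starting intensity during 10 to 20 s after thallium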
NCF1 inh: blocks human p47phox regulatory protein of NADPH oxidases; P14598; p47phox/p22phox peptide binding, fluorescence polarization, 2 h; inhibition, % at 24.7 µM; 220,000 tested, 0.53% active; AID 1274;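 also: 0% = p47phox with labelled peptide and 100% = labelled peptide alone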
eIF4E 4G PPI: eIF4E/eIF4G interaction inhibition in translation initiation; 220,000 tested, 0.37% active; TR-FRET eIF4E-eIF4GI(517-606) binding, 2 h; P63073+Q04637; inhibition, % at 21.7 µM; AID 782;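 also: 0% = full FRET control wells and 100% = background wells lacking eIF4GI fragment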
Furin inhibitor: inhibitors of human furin | 220,000 tested, 0.061% active | P09958 | purified furin, fluorogenic substrate cleavage | AID 463115 | inhibition, % at 30 µM; in the data active = inhibition above about 25%; also: inactives centre near -15
Target sequence (P09958 108-714 limits assumed): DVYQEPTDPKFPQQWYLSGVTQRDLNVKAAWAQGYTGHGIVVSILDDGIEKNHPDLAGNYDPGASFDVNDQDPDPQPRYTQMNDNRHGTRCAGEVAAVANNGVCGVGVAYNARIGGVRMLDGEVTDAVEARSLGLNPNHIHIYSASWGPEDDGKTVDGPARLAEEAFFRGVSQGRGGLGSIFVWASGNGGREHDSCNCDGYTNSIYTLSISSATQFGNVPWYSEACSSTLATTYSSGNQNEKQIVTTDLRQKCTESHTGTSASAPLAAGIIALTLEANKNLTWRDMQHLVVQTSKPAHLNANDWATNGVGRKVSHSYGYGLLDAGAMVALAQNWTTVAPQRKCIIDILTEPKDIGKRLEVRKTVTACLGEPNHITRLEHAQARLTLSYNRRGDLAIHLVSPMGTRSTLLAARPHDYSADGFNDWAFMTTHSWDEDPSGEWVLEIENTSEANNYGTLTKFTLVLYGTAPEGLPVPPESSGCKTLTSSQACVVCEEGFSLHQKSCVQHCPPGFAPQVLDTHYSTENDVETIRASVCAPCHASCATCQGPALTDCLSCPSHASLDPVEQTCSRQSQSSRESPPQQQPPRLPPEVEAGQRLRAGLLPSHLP
hK5 inh: inhibitors of human kallikrein 5; inhibition, % at 5 µM; 210,000 tested, 0.59% active; Q9Y337; AID 873; recombinant hK5, fluorogenic AMC substrate cleavage;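 active = inhibition of 40% or more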;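 also: 0% = enzyme controls without compound and 100% = no-enzyme blanks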
* marks the source's active call; other numbers are inactive results; . = no result given; [ ] = dose if it differs, or a comment.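 The calls were made as follows, unless noted: active = inhibition above about 30% (limit read from the data); inactive = the rest.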

14-3-3 Bad inh	thrombin 1536	mol	EBV gp42 inh	Rad51 HR inh	Cl transport mod	NCF1 inh	eIF4E 4G PPI	Furin inhibitor	hK5 inh
-4	-3	Cc1ccc(/C=N/n2c(C)nc3ccccc3c2=O)o1	2	-4	-0.41	-3	-3	-28	0
5	-6	N#CCC(=N)N1CCN(c2ccc(F)cc2)CC1	-1	1	0.45	2	-1	-8	-4
4	7	CCOc1ccccc1NC(=O)C(=O)/C=C(\O)c1cc(OC)ccc1OC	-20	6	5.8*	2	2	-7[20 µM]	-15
-21	-6	CC(=O)N1C(C)c2ccccc2C(C)(C)CC12CCCCC2 (stereo unspecified)	-25	2	-0.48	2	1	-7	-17
-10	5	Cc1nc(N2CCCCC2)sc1C(=O)c1cccc([N+](=O)[O-])c1	-2	2	0.054	-1	-1	-16	6
-17	0	CC(=O)Nc1ccccc1-c1ccc(C)o1	-3	0	-0.24	9	2	4[20 µM]	-5
-4	-7	OC(CNCc1ccc(F)cc1)(c1ccccc1)c1ccc(F)cc1 (stereo unspecified)	-5	1	.	-7	9	-20[20 µM]	-36
7	3	Cc1c(C(=O)N(C)C)sc(NC(=O)c2cc([N+](=O)[O-])cc([N+](=O)[O-])c2)c1C#N	-12	2	-2.7	-10	4	-18[20 µM]	-4
-10[fluorescence artefact?]	-1	Cc1ccccc1-n1c(SCC(=O)NCc2cccs2)nnc1-c1ccncc1	-16	.	-0.92	20	0	-17	-12
-7[fluorescence artefact?]	-5	Cc1cc2oc(=O)cc(CN3CCN(S(=O)(=O)c4ccc5c(c4)OCCO5)CC3)c2cc1C	-23	-3	0.04	-28	-38	-22	-4
-3	-5	CCn1c(C)nc2cc(C(=O)n3cc(C(=O)c4ccccc4O)cn3)ccc21	-3	0	.	-8	1	-30[20 µM]	-2
40	-2	Cc1cc(=O)oc2cc(NC(=O)CCCC(=O)O)ccc12	-4	.	.	2	9	-77	-4
-7	-6	CS(=O)(=O)N1CCN(c2ccccc2NC(=S)NC(=O)c2cccs2)CC1	-9	-8	0.98	-5	4	-2	11
-8	0	Nc1ccc2c(c1)C(=O)N(CCCCCC(=O)O)C2	-16	7	-0.19	-10	5	-14[20 µM]	-10
-1	-2	C/C(Cl)=C/Cn1c(SCc2ccc(Cl)cc2)nc2c1c(=O)[nH]c(=O)n2C	-11	12	-0.055	-10	2[fluorescence artefact?]	-10[20 µM]	0
1	-5	Cc1ccc(Oc2ncccc2NC(=O)CC(CC(=O)O)c2ccccc2)c2c1CCC2 (stereo unspecified)	-9	27	-1.4	-8	0	-22	-3
6	-6	O=C(COC(=O)c1cn(-c2ccccc2)nc1-c1ccccc1)c1ccc([N+](=O)[O-])cc1	-6	6	0.53	-13	-7	-23	-1
-2	1	CCOC(=O)N1CCN(CC(=O)Nc2cc(C)nn2-c2nc3ccccc3s2)CC1	-4	6	-0.63	-18	0	-20[20 µM]	-3
0[fluorescence artefact?]	-9	COCCSc1ccccc1C(=O)Nc1ccc(Cl)cn1	-12	-7	0.045	-2	0	-4	-5
-6[fluorescence artefact?]	15	COc1ccc(NC(=O)Cc2coc3cc(C)ccc23)cc1S(=O)(=O)N1CCOCC1	10	-13	0.07	1	2	-11	-2
4	0	O=C(COc1ccccc1)NC(=S)Nc1ccc(Br)cn1	-13	13	85*	-9	-2	-16	-3
3	14	CC(C)(CSc1nncn1/N=C/c1ccco1)NS(=O)(=O)c1ccc(Cl)cc1	-6	2	0.012	3	-2	-3	2
-7	-6	CN(C)NC(=O)C12CCC(C)(C(=O)O1)C2(C)C (stereo unspecified)	7	-3	.	-12	2	-17	-4
-7	-1	CCOC(=O)c1[nH]c2ccccc2c1NC(=O)c1nonc1C	-12	5	.	3	4[fluorescence artefact?]	-28	6
-3	3	COc1ccc(CCNC(=S)Nc2ccccc2C)cc1	-9	7	0.61	-1	-11	-23[20 µM]	4
-1[fluorescence artefact?]	-3	Cc1ccc(S(=O)(=O)NCCSc2nnnn2-c2ccc(C(N)=O)cc2)cc1	-2	-10	0.14	-4	3[fluorescence artefact?]	-22	-2
49[fluorescence artefact?]	-7	OCCN1CCN(CCSc2ccccc2)CC1	-3	-4	-0.013	-3	5	-3	-15
-5	-1	Cc1cc(NC(=O)c2ccc(N3C(=O)CCC3=O)cc2)no1	2	2	.	-9	-1	-11[20 µM]	-11
-7	-13	OC(COc1ccc(CNCc2cccnc2)cc1)CN1CCc2ccccc2C1 (stereo unspecified)	-21	5	.	-10	1	-25	0
-4	-4	COc1cc2c(C)nc3c(cnn3-c3ccccc3)c2cc1OC	6	.	-0.86	-11	4	-20	.

(continued)
14-3-3 Bad inh	thrombin 1536	mol	EBV gp42 inh	Rad51 HR inh	Cl transport mod	NCF1 inh	eIF4E 4G PPI	Furin inhibitor	hK5 inh
1	-5	CC(C)CCNC(=O)[C@H](CC(C)C)NC(=O)[C@H]1O[C@@H]1C(=O)O	1	-7	-0.97	-4	3	-13	-14
12	-1	COc1ccc(O)c(/C=N/N=C2/C(=O)Nc3ccccc32)c1	-6	6	2.3	8	-3	-25	1
3	4	CCCCCCOc1ccc(N2C(=O)CC(N3CCN(CCN=CC4=C(O)CC(C)(C)CC4=O)CC3)C2=O)cc1 (stereo unspecified)	4	-4	1.1	-1	1	3	16
9	-1	C=CCn1c(SCC(=O)Nc2ccc(C(=O)OC(C)C)cc2)nnc1-c1cccs1	1	2	-0.061	-2	7	-20	1
12	-1	CS(=O)(=O)Nc1ccccc1C(=O)NCCSCc1ccccc1	-23	.	-2.4	-2	5	-29	.
2	4	O=C(COc1ccc(Br)cc1CNC1CCCC1)Nc1ccccc1	-4	0	-1.1	-6	2	-30	-13
3	-3	CN(C)C(=O)c1cc([N+](=O)[O-])ccc1O	-8	.	1	-3	1	-23	.
-1	-1	CC(C)CN1CCN(Cc2cccn2-c2ccc(Cl)cn2)CC1CCO (stereo unspecified)	4	.	-0.29	-8	1	-11	.
2	-4	CCOC(=O)C1CCCN(c2c(NCCc3ccc(S(N)(=O)=O)cc3)c(=O)c2=O)C1 (stereo unspecified)	-11	2	.	5	3	-33	0
-4	1	CCSc1nc(C)c(CCOc2cccc(C)c2)c(=O)[nH]1	8	2	0.33	1	-1	-17	5
-2	-3	N#Cc1ccc(Oc2ccc(-c3cnc4ccccc4n3)cc2)cc1C#N	-9	-1	-1.1	0	0[fluorescence artefact?]	-8	-6
8	-3	Cc1cccc(C)c1Nc1nnc(SCC(=O)NC(=O)c2cccn2C)s1	3	-8	-4.7*	-9	0[fluorescence artefact?]	-15	-3
51	4	O=C(O)CONC(=O)c1cc(OCC(F)(F)F)ccc1OCC(F)(F)F	0	-4	0.13	0	2	-18	-6
1	0	CC(C)N(CCn1cnc2c([nH]c3ccccc32)c1=O)C(C)C	-10	-1	-0.12	-3	-2	-30	2
-1[fluorescence artefact?]	-3	CCOC(=O)CSc1nc2ccccc2c(=O)n1CCN1CCOCC1	-6	-2	.	-5	2[fluorescence artefact?]	-1[20 µM]	12
-6	-4	CSc1nc(NCc2ccco2)c2sc3nc(C(C)C)c4c(c3c2n1)CC(C)(C)OC4	-35	-7	.	-55	-9	-18	0
-12	5	CCOC(=O)c1c(NC(=O)CSc2nnc(CN3CCOCC3)n2C)sc2c1CCCC2	-17	-1	-0.99	-4	-8	-9[20 µM]	0
-8	-3	c1cc(CNC23CC4CC(CC(C4)C2)C3)ccn1	3	4	0.18	4	0	-33	0
-2	-4	CCN(CC)c1ccc(NC(=O)CSc2nc(C)cc(=O)[nH]2)cc1	0	-2	-1.5	6	4	-15	0
5	2	Cc1cccc(-c2noc(Cc3ccc(Cl)cc3)n2)c1	-10	2	.	-13	3	-17[20 µM]	5
0	-4	O=S(=O)(c1ccc(Br)cc1)c1nc(-c2ccccc2)oc1NCc1cccnc1	42	-5	.	-11	1	-8[20 µM]	3
-2	-1	O=C(NCC1CCCO1)NC1(C(F)(F)F)Oc2ccccc2O1 (stereo unspecified)	-18	-3	1.3	-15	-4	-10	-7
-17	-14	COC(=O)C1(O)CC(CC(C)C)=NN1C(=O)c1ccccc1 (stereo unspecified)	-2	-5	2.2	-4	5	-21[20 µM]	-25
-1	-1	CC(C)c1ccc(OCC(=O)NC2=NCCS2)cc1	4	2	0.33	-2	-1	-18	-6
1	-3	COc1ccc(CNC(=O)Nc2cc(C)cc(C)c2)cc1	-13	-19	-0.65	-1	0	-6	0
-1	0	O=C(Nc1ccc(Br)cc1)c1cnccn1	-22	-6	.	-20	8	-14	-6
0	-14	COC(=O)c1csc2c(C(F)(F)F)cc(N3CCN(C(=O)Nc4ccccc4)CC3)nc12	-11	.	0.43	6	-4	-18	-2
6	-12	CC(=O)c1ccc(S(=O)(=O)Nc2cccc(-c3cn4c(n3)SCC4)c2)cc1	3	3	-0.14	0	0	-12	-6
8[fluorescence artefact?]	4	O=C(c1ncn[nH]1)N1CCN(c2nc(-c3ccccc3)cs2)CC1	-17	-3	-0.44	-17	1	-14[20 µM]	-158
-7	4	CN1C(=O)N(C)C2(c3ccccc3)Nn3c(s/c(=C/c4ccccc4F)c3=O)=NC12c1ccccc1 (stereo unspecified)	-20	.	.	-10	-5	-17[20 µM]	10

Complete entries as entered above. Order of values: 14-3-3 Bad inh	thrombin 1536	EBV gp42 inh	Rad51 HR inh	Cl transport mod	NCF1 inh	eIF4E 4G PPI	Furin inhibitor	hK5 inh
Entry for COc1ccc(CNC(=O)Nc2cc(C)cc(C)c2)cc1 = 1	-3	-13	-19	-0.65	-1	0	-6	0
Entry for CCOC(=O)c1c(NC(=O)CSc2nnc(CN3CCOCC3)n2C)sc2c1CCCC2 = -12	5	-17	-1	-0.99	-4	-8	-9[20 µM]	0
Entry for O=S(=O)(c1ccc(Br)cc1)c1nc(-c2ccccc2)oc1NCc1cccnc1 = 0	-4	42	-5	.	-11	1	-8[20 µM]	3
Entry for N#Cc1ccc(Oc2ccc(-c3cnc4ccccc4n3)cc2)cc1C#N = -2	-3	-9	-1	-1.1	0	0[fluorescence artefact?]	-8	-6
Entry for CCOC(=O)C1CCCN(c2c(NCCc3ccc(S(N)(=O)=O)cc3)c(=O)c2=O)C1 (stereo unspecified) = 2	-4	-11	2	.	5	3	-33	0

Other compounds follow.
14-3-3 Bad inh	thrombin 1536	mol	EBV gp42 inh	Rad51 HR inh	Cl transport mod	NCF1 inh	eIF4E 4G PPI	Furin inhibitor	hK5 inh
-2	0	O=C(COC(=O)c1cc(Br)ccc1Cl)NC(=O)NCc1ccccc1	0	11	-0.085	-3	0	-31	-11
-4	-5	Cc1ccc(S(=O)(=O)N/N=C2/CC(=O)CC(C)(C)C2)cc1[N+](=O)[O-]	-4	10	-0.9	-3	-11	-19	-1
-14	2	COc1cc(/C=N/NS(=O)(=O)c2ccc3ccccc3c2)ccc1OCc1ccc(C(=O)O)cc1	-3	-9	-1.5	-35	-5	-5	2
-3	4	Cc1[nH]nc(N)c1N=Nc1ccc(Br)cc1	2	7	1.1	-16	-1	0	-17
6[fluorescence artefact?]	-2	O=C(Nc1ccccc1)c1[nH]ncc1[N+](=O)[O-]	-14	6	-1.4	-9	7	-15[20 µM]	-21
-5	0	Cc1ccc(CNC(=O)CN2CCCC(C)C2)cc1 (stereo unspecified)	-6	3	-0.084	-8	5	-14[20 µM]	-4
1[fluorescence artefact?]	-5	c1ccc(N=C(c2cccs2)N2CCOCC2)cc1	-24	-2	-0.62	4	2	24[20 µM]	-7
3	0	CCC(NC(=O)NNC(N)=S)(C(F)(F)F)C(F)(F)F	5	0	0.18	-8	-4	-20	0
